HIV Rev-RRE inh = HIV-1 Rev-RRE binding inhibitors, primary screen, biochemical, FRET, protein-RNA interaction. P05866. Rev peptide-RRE RNA binding. inhibition, % at 8 µM. 97,000 tested, 0.79% active. AID 704, 2007;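 active = inhibition above the screen-wide mean plus 3 SD, cut at about 35% in these data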;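 note: 0% = median DMSO wells and 100% = median Neomycin B control wells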
Target sequence (P05866 whole entry, looked up): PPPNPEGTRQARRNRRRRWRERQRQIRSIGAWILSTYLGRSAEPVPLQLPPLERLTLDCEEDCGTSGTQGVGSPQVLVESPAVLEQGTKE
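System: Cy5-labelled duplex RRE RNA binding fluorescein-labelled HIV Rev peptide; Signal: fluorescein-to-Cy5 FRET, 480 nm excitation; Also added: labelled Rev peptide; Compound: one concentration, 8 µM nominal; Buffer or medium: HEPES pH 7.5 salt buffer with EDTA; Read-out: % inhibition of FRET ratio versus controls; Schedule: 5 min preincubation and 15 min binding, 25 °C.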
MT1-MMP txn act = MT1-MMP promoter reporter activation – cell-based, luciferase luminescence, primary screen. HT1080 MT1-MMP promoter luciferase reporter, overnight; hits give high values. activation factor at 10 µM. 86,000 tested, 0.16% active;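 active = activation factor of at least 2 for MT1-MMP transcription at 10 µM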
FAK inh = FAK kinase inhibitors, primary screen, biochemical; 97,000 tested, 0.84% active; AID 727, 2007; Focal adhesion kinase 1 (Homo sapiens), Q05397; inhibition, %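 (tested at 7 µM)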; biochemical FAK kinase activity assay; in the data active = inhibition above about 19%;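 note: 0% = DMSO and 100% = reference compound high control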
Target sequence (Q05397 whole entry, looked up): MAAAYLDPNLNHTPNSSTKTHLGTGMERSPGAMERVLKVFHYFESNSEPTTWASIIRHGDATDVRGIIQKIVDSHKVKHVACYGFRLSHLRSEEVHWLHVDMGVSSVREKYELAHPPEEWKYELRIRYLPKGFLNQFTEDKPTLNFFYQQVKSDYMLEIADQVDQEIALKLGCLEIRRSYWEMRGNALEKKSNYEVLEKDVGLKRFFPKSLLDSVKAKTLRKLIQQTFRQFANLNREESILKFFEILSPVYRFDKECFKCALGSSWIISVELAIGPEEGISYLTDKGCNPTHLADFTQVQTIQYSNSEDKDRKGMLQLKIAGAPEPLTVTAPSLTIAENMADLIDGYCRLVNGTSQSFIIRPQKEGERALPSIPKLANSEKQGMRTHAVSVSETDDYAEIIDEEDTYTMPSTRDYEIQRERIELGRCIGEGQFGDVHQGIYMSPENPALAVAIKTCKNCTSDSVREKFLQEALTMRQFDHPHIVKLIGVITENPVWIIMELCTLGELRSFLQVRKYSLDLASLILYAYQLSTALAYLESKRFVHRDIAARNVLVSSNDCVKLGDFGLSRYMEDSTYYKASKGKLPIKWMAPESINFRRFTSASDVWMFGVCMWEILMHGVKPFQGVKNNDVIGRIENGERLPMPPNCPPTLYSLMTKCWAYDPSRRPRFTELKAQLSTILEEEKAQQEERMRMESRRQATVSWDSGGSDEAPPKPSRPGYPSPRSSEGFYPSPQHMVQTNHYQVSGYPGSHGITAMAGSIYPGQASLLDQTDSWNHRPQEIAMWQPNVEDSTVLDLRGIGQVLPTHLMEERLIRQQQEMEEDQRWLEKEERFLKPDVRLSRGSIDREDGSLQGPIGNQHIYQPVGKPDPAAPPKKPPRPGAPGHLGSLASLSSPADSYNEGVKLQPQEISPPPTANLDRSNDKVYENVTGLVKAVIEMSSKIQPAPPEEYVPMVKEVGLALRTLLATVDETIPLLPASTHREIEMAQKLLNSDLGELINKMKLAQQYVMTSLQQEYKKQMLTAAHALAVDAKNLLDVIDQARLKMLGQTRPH
PLAP act = PLAP enzyme activators, biochemical, luminescence, HTS. Alkaline phosphatase, placental type (Homo sapiens), P05187. purified PLAP enzyme, luminescent substrate read-out; hits give high values. activation fold at 20 µM. 96,000 tested, 1.2% active; in the data active = activation fold above about 2
EphB4 ephrin blk = EphB4-ephrin-B2 interaction antagonists, primary screen, biochemical, TNYL-RAW peptide probe, fluorescence polarization; Ephrin type-B receptor 4 (Homo sapiens), P54760; EphB4 LBD / TNYL-RAW-Alexa532 peptide; inhibition, % at 7 µM; 97,000 tested, 0.15% active;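 active = inhibition above the screen-wide mean inhibition plus 3 SD, cut at about 15% in these data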;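 note: 0% = DMSO wells and 100% = excess unlabeled TNYL-RAW peptide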
S1P2 blocker = human S1P2 receptor antagonists, primary screen, cell-based; Sphingosine 1-phosphate receptor 2 (Homo sapiens), O95136; cell-based S1P2 antagonist assay, inhibition at 5 uM; inhibition, % at 5 µM; 97,000 tested, 0.21% active; AID 736, 2007; in the data active = inhibition above about 45%;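 note: CRE beta-lactamase reporter cells expressing human S1P2 stimulated with S1P; 0% = agonist at EC80 alone and 100% = agonist plus reference antagonist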
Plk1 PBD FP = Plk1 polo box domain binding inhibitors, primary screen, biochemical, fluorescence polarization; 97,000 tested, 0.13% active; AID 693, 2007; Serine/threonine-protein kinase PLK1 (Homo sapiens), P53350; Plk1 PBD phosphopeptide binding; inhibition, %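 (tested at about 20 µM)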; in the data active = inhibition above about 34%, passing the limit was not always enough
PLK1 inh = human PLK1 kinase inhibitors, primary screen, biochemical, TR-FRET. recombinant PLK1 kinase, TR-FRET peptide phosphorylation. inhibition, % at 10 µM. AID 619, 2007. 97,000 tested, 0.53% active;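 active = inhibition of 50% or more in the single-concentration screen; inactive = inhibition below 50%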;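 note: 0% = DMSO max control and 100% = H-89 dihydrochloride min control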
S1P2 ag = S1P2 receptor agonists, primary screen, cell-based | 97,000 tested, 0.46% active | Sphingosine 1-phosphate receptor 2 (Homo sapiens), O95136 | S1P2-expressing cell line, agonist reporter read-out | activation, % at 4.5 µM; in the data active = activation above about 16%;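 note: 0% = vehicle low control and 100% = maximal reference agonist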
Active calls of the source: *; x = not tested or not shown.

SMILES	HIV Rev-RRE inh	MT1-MMP txn act	FAK inh	PLAP act	EphB4 ephrin blk	S1P2 blocker	Plk1 PBD FP	PLK1 inh	S1P2 ag
Cc1cccc(C)c1OCC(O)Cn1nnc2ccccc21 (stereo unspecified)	1	1.1	0	1.1	-5	-13	42	-6	-4
COc1ccccc1C1CC(=O)Nc2c1c(=O)n(C)c(=O)n2C (stereo unspecified)	5	x	-9	1.2	0	0	-19	-6	-4
CC1(C(=O)NC2CCCCCCC2)CCC(=O)N1Cc1ccco1 (stereo unspecified)	0	1.1	0	0.9	3	8	13	-2	-3
CC(=O)C1C(c2cccc(F)c2)NC(=O)NC1(O)C(F)(F)F (stereo unspecified)	6	1	4	0.9	6	0	-7	-14	-2
Cc1cccc(N2C(=O)N(c3ccccc3C)C3CS(=O)(=O)CC32)c1 (stereo unspecified)	4	0.9	0	1.2	-7	10	37	-4	-2
N/C(=N\OC(=O)C1CCCCC1)c1ccccn1	2	x	-6	1	-9	-1	-6	-8	-1
CC(C)(C)c1nc(CN2CCOCC2)cc(CN2CCOCC2)c1O	-9	1.2	0	1.3	-4	-24	1	11	-2
O=S(=O)(O/N=C1\CCCc2ccccc21)c1ccccc1	9	1.3	0	0.9	4	-3	-6	-7	-4
CN(Cc1ccc(O)cc1)C1CCCCC1	14	1	1	0.8	0	23	-8	7	-4
O=C(CCN1C(=O)c2ccccc2C1=O)NC(=S)Nc1cccc(Cl)c1	3	x	-4	0.9	7	7	-22	-10	-1
Cc1[nH]c(=O)c(C(=O)/C=C/c2ccccc2F)c2c1CCCC2	9	x	-2	1	1	24	-22	-11	-10
Cc1onc(-c2c(Cl)cccc2Cl)c1C(=O)NC(C)(C)CO	1	1.1	-1	1.1	1	21	-24	0	-2
COc1ccc(OC)c(-n2c(-c3ccccc3)n[nH]c2=S)c1	5	1.2	-2	1	1	-8	49	6	1
CN(C)c1ccc(NC(=S)N(CCc2ccccc2)C2CC(=O)N(c3c(Cl)cccc3Cl)C2=O)cc1 (stereo unspecified)	3	x	7	1	10	14	-1	-7	-6
COc1ccc(C2NC(=O)NC(O)(C(F)(F)F)C2C(=O)c2ccc(C)cc2)cc1 (stereo unspecified)	3	1.3	-1	1.2	-7	12	-18	-8	-6
COc1cccc(-c2nc(=S)c3c(n2Cc2ccco2)CCCC3)c1	4	1.3	-4	0.9	2	-1	6	-6	-2
Cn1cc(C(=O)Nc2ccc(F)c(F)c2)cn1	8	x	-1	0.8	-4	-5	-13	1	-3
CC(C)N(Cc1nnc(-c2ccccc2Cl)o1)C(=O)c1cccc(C#N)c1	3	1.1	4	0.9	-4	5	2	-1	-8
COc1ccc(C2CC(=O)c3cnc(NC(=O)c4cccc(OC)c4)nc3C2)cc1 (stereo unspecified)	3	1.1	-2	1	-5	9	19	-15	-1
Fc1c(F)c(C(F)(F)F)c(F)c(F)c1N1CCN(c2ccc3nnc(C(F)(F)F)n3n2)CC1	27	1.2	-1	1	1	0	2	-4	-5
CN(C)CCNC(=O)c1cc2c(=O)n(C)c3ccccc3c2n1C	2	1.1	4	0.9	-3	-4	-34	11	-3
COc1ccc(-n2c(Cc3cc(=O)[nH]c(=O)[nH]3)nnc2SCC(=O)N2CCCC2)cc1	6	1.1	3	1.1	-4	9	-19	-15	0
COc1ccc(OC)c(N2Cc3cc(C)c(C)cc3C2)c1	4	1.2	1	1.4	-3	21	5	-1	-8
O=C(c1ccccc1F)N1CCc2ccccc21	5	1.3	1	1	-8	3	-6	2	-3
O=C(O)c1ccc(NS(=O)(=O)c2cc(Cl)ccc2Cl)cc1O	-1	x	-2	0.8	1	1	-5	-4	-3
COC(=O)[C@H](CCSC)NC(=O)Nc1cc(C)ccc1C	5	1.1	0	1.1	-5	4	-11	-6	-1
NC(=O)c1ccsc1NC(=O)CSc1ccccc1F	13	1.5	6	1	4	-1	-22	-6	-9
CCCn1c2ccccc2c2nnc(SCC(=O)OCC)nc21	1	1.2	2	1.2	1	-49	-13	3	7
CCOC(=O)C(NC(=O)CC)(Nc1ccc(S(=O)(=O)Nc2ncccn2)cc1)C(F)(F)F (stereo unspecified)	13	1.1	0	1	4	10	15	-14	-9
O=C(Nc1ccc(S(=O)(=O)N2CCc3ccccc3C2)cc1)C1CCCO1 (stereo unspecified)	8	1	-1	1.2	5	4	-7	-16	-6
COC(=O)c1ccc(C(=O)OC)c(NC(=O)COc2ccccc2OC)c1	1	1.1	0	1.3	-2	-1	0	-12	-4
CC(=O)CSc1nc(N)c(C#N)c(-c2cccs2)c1C#N	8	1.1	1	0.7	3	-18	-18	-2	1
CCOCCOC(=O)c1cccc(NC(=O)OCC)c1	6	1.1	2	0.9	5	-13	-4	-6	-3
CCN(CC)C(=O)NC1CC2CCCC(C1)N2Cc1ccccc1 (stereo unspecified)	6	x	-6	1.3	4	4	-8	-2	-6
COc1ccc(-c2cc(C(F)(F)F)nc(NCc3cccnc3)n2)cc1	4	1	-8	1	1	-26	11	-6	-5
c1ccc(COc2ccc(OCCn3cncn3)cc2)cc1	6	1.7	1	0.9	7	-8	18	-8	-2

Looked up by compound from above (2):
SMILES	HIV Rev-RRE inh	MT1-MMP txn act	FAK inh	PLAP act	EphB4 ephrin blk	S1P2 blocker	Plk1 PBD FP	PLK1 inh	S1P2 ag
CC(C)N(Cc1nnc(-c2ccccc2Cl)o1)C(=O)c1cccc(C#N)c1	3	1.1	4	0.9	-4	5	2	-1	-8
CCOCCOC(=O)c1cccc(NC(=O)OCC)c1	6	1.1	2	0.9	5	-13	-4	-6	-3

More records follow.
SMILES	HIV Rev-RRE inh	MT1-MMP txn act	FAK inh	PLAP act	EphB4 ephrin blk	S1P2 blocker	Plk1 PBD FP	PLK1 inh	S1P2 ag
O=C(N1CCCCCC1)N1CCN(S(=O)(=O)N2CCOCC2)CC1	7	1.1	-2	0.9	3	6	-11	-10	-16
CCCCCCn1c2c(c(=N)c3c1CCC3)CCC2	2	1.2	-10	0.8	0	0	6	0	-5
Cc1ccc(C(=O)Nc2nc(C)c(C)s2)o1	15	0.8	0	0.9	-7	12	25	0	-1
CCCCSc1nnc(-c2ccccc2N)c(=O)[nH]1	11	1.8	2	0.9	5	7	-10	-6	-4
CCOc1cc(S(=O)(=O)N2CCCCCC2)ccc1F	12	1.1	1	0.8	9	-13	-3	-7	-4
CCc1c(C)n([O-])c2c([n+]1=O)CCC2	6	1.2	-1	0.8	0	-18	4	-4	-1
CC1(C)Cc2ccccc2C(N/N=C/c2cccc(F)c2)=N1	3	x	0	1	0	9	-7	8	-6
CC(C)(C)N1CC(COc2ccccc2)OC1=O (stereo unspecified)	6	1.4	-1	0.9	-1	4	20	-11	-1
O=C(CCC(=O)OCC(=O)c1cccc([N+](=O)[O-])c1)Nc1ccccc1Cl	2	x	-4	1	-4	2	-3	-13	1
CCSc1nnc(NC(=O)CSc2ncccn2)s1	1	1.1	1	0.9	1	2	12	-10	-3
CCC(=O)Nc1cc(SCCO)cc([N+](=O)[O-])c1	1	x	-2	0.8	-4	-20	12	-5	-11
O=C1CC(c2ccc3c(c2)OCO3)CN1 (stereo unspecified)	2	1	-1	1.1	0	22	-11	-3	-4
FC(F)(F)c1nnc2c(Sc3ccccc3)nc3ccc(Cl)cc3n12	9	x	-11	0.8	4	9	-14	-3	-3
Cc1ccc(OCc2nc(-c3ccccn3)no2)c(Br)c1	6	x	-1	1.6	-11	-17	-28	-8	-8
COC(=O)Cc1[nH]nc2c1C(c1c[nH]c3ccccc13)C(C#N)=C(N)O2 (stereo unspecified)	1	1.2	9	1	0	-21	-17	-17	-6
Cc1c(N(C)C(=O)C23CC4CC(CC(C4)C2)C3)c(=O)n(-c2ccccc2)n1C	-2	1.1	-2	1.3	-4	4	3	-15	-3
COc1cccc(N(CC(=O)N2CCN(C)CC2)S(=O)(=O)c2ccc(C)cc2)c1	3	1.3	-3	1.5	5	-2	-8	-6	-9
O=C(NC(c1ccccc1)c1ccccc1)C1CCCN(S(=O)(=O)c2cnc[nH]2)C1 (stereo unspecified)	6	1.1	-7	1.7	2	1	-16	-18	-5
Cc1cc(NC(=O)c2cc(C)on2)no1	4	1	0	1	-6	1	9	-9	-7
COc1cccc(NC(=O)CSc2nc3n[nH]c(C)c3c(=N)n2-c2cccc(OC)c2)c1	2	1	12	1.4	-6	-5	-23	-3	0
O=C(Nc1ccc(Cc2ccc(NC(=O)C3CC3)c(O)c2)cc1O)C1CC1	6	1.1	1	0.8	6	9	-9	-12	-2
CN1CCN(Cc2nc3c([nH]2)c(=O)[nH]c(=O)n3C)CC1	2	1.1	-1	0.9	-11	7	-14	-4	-7
O=C(CC1Nc2ccccc2NC1=O)Nc1cc(Cl)cc(Cl)c1 (stereo unspecified)	0	0.9	4	1.2	5	-1	-10	1	16
Cc1ccc(C(c2nnnn2Cc2cccs2)N2CCN(C(=O)c3ccco3)CC2)cc1 (stereo unspecified)	10	1.1	1	1.5	4	18	21	1	-5

3 compounds out of the list above, sorted by the value under EphB4 ephrin blk, smallest number first.
SMILES	HIV Rev-RRE inh	MT1-MMP txn act	FAK inh	PLAP act	EphB4 ephrin blk	S1P2 blocker	Plk1 PBD FP	PLK1 inh	S1P2 ag
CN1CCN(Cc2nc3c([nH]2)c(=O)[nH]c(=O)n3C)CC1	2	1.1	-1	0.9	-11	7	-14	-4	-7
COc1cccc(NC(=O)CSc2nc3n[nH]c(C)c3c(=N)n2-c2cccc(OC)c2)c1	2	1	12	1.4	-6	-5	-23	-3	0
O=C(NC(c1ccccc1)c1ccccc1)C1CCCN(S(=O)(=O)c2cnc[nH]2)C1 (stereo unspecified)	6	1.1	-7	1.7	2	1	-16	-18	-5

Next results follow.
SMILES	HIV Rev-RRE inh	MT1-MMP txn act	FAK inh	PLAP act	EphB4 ephrin blk	S1P2 blocker	Plk1 PBD FP	PLK1 inh	S1P2 ag
CCCNS(=O)(=O)c1ccc(CCC(=O)N2CCOCC2)cc1	4	1.2	1	1	-6	4	1	-10	-6
Cc1ccc2nc(NC(=O)C3CCCN(S(=O)(=O)c4cnc[nH]4)C3)sc2c1 (stereo unspecified)	8	1.4	1	1.8	-2	7	20	-3	-5
Cc1cccc2c1OCC/C2=N\NC(=O)COc1ccccc1	5	x	-1	0.9	2	13	-2	0	-4
COc1ccc2nc(SCC(=O)N3CC(=O)Nc4ccccc43)c(C#N)cc2c1	18	x	-1	0.9	1	-8	-27	-10	-1
Cc1cn(C(=O)c2ccccc2)c(=S)n1-c1ccc(Br)cc1	8	0.9	-1	x	6	-13	1	-9	-4
O=C(NCC1COc2ccccc2O1)c1cc2ccccc2o1 (stereo unspecified)	2	1.3	3	x	1	4	-29	-6	-4
CCOc1ccc(CCNC(=O)CCc2nc(-c3ccc(OC)cc3)no2)cc1OCC	-6	1.1	1	1.2	5	-26	-5	-25	-2
COc1ccccc1N1CCN(c2cc(=O)n(Cc3ccc(F)cc3)c(=O)[nH]2)CC1	4	1.1	0	x	-2	12	-5	-20	-9
Cc1ccc(-n2nnc3c(=O)n(CC(=O)c4ccccc4)cnc32)cc1	0	x	-2	1	-9	-8	11	-10	-1
CC(C)(C)c1ccc(CS(=O)(=O)CC2(O)CCN(C(=O)c3cccc(C(F)(F)F)c3)CC2)cc1	4	x	0	0.8	1	6	8	-10	-4
Cc1ccc(CNc2ccc3c(c2)OCO3)cc1	75*	1.6	4	0.9	1	5	-50	-6	-7
COc1ccc(CCN2C(=O)CC(NCc3ccc4c(c3)OCO4)C2=O)cc1OC (stereo unspecified)	-2	x	5	1.1	0	28	-15	7	-1
O=C(CSCc1cccc(Cl)c1)N1CCN(Cc2ccc3c(c2)OCO3)CC1	4	1.2	0	1.8	-11	3	9	5	0
CC(=O)c1c(C)[nH]c(C(=O)NC2=NCCS2)c1C	4	1.4	-5	1.9	2	17	-30	2	-7
